PLC-gamma1 inh = inhibitors of human phospholipase C gamma1; AID 720700; purified PLC-gamma1, fluorogenic substrate, fluorescence; P19174; 0.84% of 370,000 active; inhibition, % at 12.2 µM; in the data active = inhibition above about 9.5%
LEDGF integ inh = blocks HIV-1 LEDGF/p75-dependent DNA integration | inhibition, % at 3.7 µM | 0.64% of 370,000 active | TR-FRET IN-LEDGF/p75 DNA integration, Eu/Cy5;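 active = inhibition above the screen-wide mean plus 3 SD, cut at about 13% in these data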;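 also: signal is the Cy5 over europium emission ratio at 671 and 618 nm; 0% = plate median of compound wells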
Tn7 DDE FP = DD(E)-Tn7 binding inhibition, primary FP screen | 0.13% of 370,000 active | AID 720508 | P02675 | FP displacement of FITC-Tn7 peptide from fibrin DD(E); 0% = median of compound wells per plate | inhibition, % at 8.3 µM;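 active = inhibition above the mean of compounds falling within the control limits plus 3 SD of them, cut at about 14% in these data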;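 also: 0% = plate median of compound wells and 100% = 10 µM Aha-Tn7 peptide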
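Test system: human clot-derived fibrin DD(E) complex / Quantity: 2 µM final DD(E) protein / Incubation: 10 min plus 3 h, room temperature / Measured by: fluorescence polarization / Benchmarks: high control of 10 µM Aha-Tn7 peptide / Replicates: singlicate testing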
ARFGAP1 inh = inhibits rat ARF GTPase activating protein 1 | 0.26% of 360,000 active | AID 651572 | Arfgap1-stimulated ARF1 GTP hydrolysis, GDP FP detection | Q62848 | inhibition, % at 16.5 µM;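 active = inhibition above a per-plate limit, mean inhibition of low control wells plus 3 SD, cut at about 25% in these data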;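 also: 0% = DMSO wells with enzyme and 100% = wells lacking Arfgap1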
Target sequence (Q62848 1-136 limits assumed): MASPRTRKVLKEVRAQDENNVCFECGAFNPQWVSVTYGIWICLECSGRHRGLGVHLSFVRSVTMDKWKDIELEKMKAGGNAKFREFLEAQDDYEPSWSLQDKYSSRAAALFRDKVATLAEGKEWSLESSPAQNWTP
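Replicates: Single well per compound | Assay system: Truncated rat Arfgap1 GAP domain | Control set: No-Arfgap1 wells (100%) versus DMSO full-reaction wells (0%) | Times: Enzyme reaction 120 min at 25 °C after 20 min preincubation | Reagent: Human ARF1(Δ1-17)-GTP substrate | Measured by: Tracer-displacement fluorescence polarization with EDTA stop, 620/688 nm | Measure: Percent inhibition of Arfgap1-stimulated GTP hydrolysis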
KLK7 zymogen act = proKLK7 (human) activation, primary screen; P49862; purified proKLK7, EDANS-DABCYL substrate fluorescence; 100% is mature enzyme control, 0% vehicle; activation, % at 7 µM; 0.9% of 370,000 active;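 active = activation above the mean of all tested compounds plus 3 SD, computed per campaign excluding outliers beyond control limits, cut at about 13% in these data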
Target sequence (P49862 whole entry, looked up): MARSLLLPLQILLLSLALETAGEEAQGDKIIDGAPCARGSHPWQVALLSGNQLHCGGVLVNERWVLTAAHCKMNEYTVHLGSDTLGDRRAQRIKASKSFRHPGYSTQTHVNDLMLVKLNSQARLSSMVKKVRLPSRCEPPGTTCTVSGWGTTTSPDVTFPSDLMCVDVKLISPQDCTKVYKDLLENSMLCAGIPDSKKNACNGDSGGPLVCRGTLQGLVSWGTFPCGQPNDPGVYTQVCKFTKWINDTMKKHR
ADAM10 inh = inhibits human ADAM10; O14672; recombinant ADAM10, EDANS/DABCYL FRET peptide cleavage, 3 h; inhibition, % at 7 µM; 0.62% of 370,000 active; AID 720582;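 active = inhibition above a per-campaign cutoff equal to the mean of compounds falling between control-based bounds plus 3 SD, cut at about 20% in these data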;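 also: 0% = DMSO wells while the 100% control is not disclosed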
Tn6 DDE FP = inhibitors of Tn6 peptide binding to human fibrin DD(E). 0.21% of 370,000 active. inhibition, % at 8.3 µM. Fibrin DD(E) TRITC-Tn6 fluorescence polarization displacement. P02675;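 active = inhibition above a per-campaign cutoff: mean of compounds within control limits plus 3 SD, cut at about 15% in these data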;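 also: 0% = median of all compound wells on the plate and 100% = blocking peptide control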
ADAM17 inh = ADAM17 inhibition, QFRET primary screen; P78536; recombinant ADAM17, EDANS/DABCYL FRET peptide cleavage; inhibition, % at 6.95 µM; 0.83% of 370,000 active; AID 720648;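 active = inhibition above the mean of compounds lying between control limits plus 3 SD, set per campaign, cut at about 8.5% in these data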;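 also: 0% = DMSO-only wells as the low control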
Target sequence (P78536 215-824 limits assumed): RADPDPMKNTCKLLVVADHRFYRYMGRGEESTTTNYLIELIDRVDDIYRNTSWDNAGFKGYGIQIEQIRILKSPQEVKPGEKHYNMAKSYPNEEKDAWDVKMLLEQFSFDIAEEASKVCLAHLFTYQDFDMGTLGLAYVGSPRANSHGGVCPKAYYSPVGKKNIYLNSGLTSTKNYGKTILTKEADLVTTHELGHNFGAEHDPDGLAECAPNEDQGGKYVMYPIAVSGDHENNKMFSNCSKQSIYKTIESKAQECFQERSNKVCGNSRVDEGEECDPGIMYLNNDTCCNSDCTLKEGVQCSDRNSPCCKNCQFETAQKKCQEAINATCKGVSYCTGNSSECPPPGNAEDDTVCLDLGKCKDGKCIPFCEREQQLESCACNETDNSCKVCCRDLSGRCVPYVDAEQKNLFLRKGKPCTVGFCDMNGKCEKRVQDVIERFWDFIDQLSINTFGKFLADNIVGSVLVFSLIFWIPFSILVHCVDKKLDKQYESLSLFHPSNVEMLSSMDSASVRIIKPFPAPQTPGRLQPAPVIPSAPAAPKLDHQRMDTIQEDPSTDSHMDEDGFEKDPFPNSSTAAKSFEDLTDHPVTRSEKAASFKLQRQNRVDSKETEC
TDP2 inh = blocks human TDP2 phosphodiesterase activity | inhibition, % at 12.8 µM | recombinant TDP2, T5PNP hydrolysis, p-nitrophenol absorbance 415 nm | O95551 | 0.34% of 370,000 active;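 active = inhibition above the mean of all tested compounds plus 3 SD, set per campaign, cut at about 25% in these data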;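 also: 0% = DMSO with enzyme and 100% = buffer with substrate but no TDP2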
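Material: recombinant human TDP2; quantity: TDP2 enzyme at 120 nM final; medium: Tris-HCl pH 7.5 with MgCl2; compound: single concentration, 12.8 µM nominal, with 1% DMSO; incubation: 2 h enzyme incubation at 37 °C; signal: epi absorbance; measure: percent inhibition; benchmarks: high control without enzyme, low control DMSO plus TDP2; repeats: singlicate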
ASAP1 GAP inh = inhibitors of human ASAP1 ArfGAP activity. Q9ULH1. ASAP1-stimulated ARF1 GTP hydrolysis, GDP FP detection. inhibition, % at 16.5 µM. 0.19% of 360,000 active. AID 624377; in the data active = inhibition above about 25%;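 also: 0% = vehicle with enzyme and substrate and 100% = no enzyme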
An asterisk follows results filed as active; i = inactive.

The opening 2 compounds (preview)
Assay codes – A = PLC-gamma1 inh; B = LEDGF integ inh; C = Tn7 DDE FP; D = ARFGAP1 inh; E = KLK7 zymogen act; F = ADAM10 inh; G = Tn6 DDE FP; H = ADAM17 inh; I = TDP2 inh; J = ASAP1 GAP inh
O=[N+]([O-])c1c(C(Cl)Cl)nn(-c2ccccc2)c1N1CCCC1
  A: 3 | B: 7 | C: -3 | D: -1 | E: -0.2 | F: 3 | G: 8 | H: 2 | I: 0 | J: 0

Cc1cccc(NC(=O)[C@@H]2CCCN2C(=O)OC(C)(C)C)c1C
  A: 2 | B: 1 | C: -2 | D: -4 | E: -0.1 | F: -7 | G: 0 | H: 1 | I: 7 | J: 9

All compounds of this part, previewed entries included:
Assay codes – A = PLC-gamma1 inh; B = LEDGF integ inh; C = Tn7 DDE FP; D = ARFGAP1 inh; E = KLK7 zymogen act; F = ADAM10 inh; G = Tn6 DDE FP; H = ADAM17 inh; I = TDP2 inh; J = ASAP1 GAP inh
O=[N+]([O-])c1c(C(Cl)Cl)nn(-c2ccccc2)c1N1CCCC1
  A: 3 | B: 7 | C: -3 | D: -1 | E: -0.2 | F: 3 | G: 8 | H: 2 | I: 0 | J: 0

Cc1cccc(NC(=O)[C@@H]2CCCN2C(=O)OC(C)(C)C)c1C
  A: 2 | B: 1 | C: -2 | D: -4 | E: -0.1 | F: -7 | G: 0 | H: 1 | I: 7 | J: 9

CN1CC=C2C(C#N)=C(N)C(C#N)(C#N)[C@H](c3cccc(Cl)c3)C2C1 (some centres not stated)
  A: -272 | B: 2 | C: -2 | D: -1 | E: 13* | F: -459 | G: 18* | H: -142 | I: 2 | J: -2

COc1cc(NC(=O)c2oc3ccccc3c2C)ccc1NC(=O)c1ccco1
  A: -146 | B: -3 | C: 1 | D: 14 | E: -52 | F: i | G: 4 | H: -313 | I: -3 | J: 0

CC1CN(CN2C(=O)c3ccccc3C2=O)CC(C)O1 (configuration not stated)
  A: 0 | B: -2 | C: 9 | D: 5 | E: 0.5 | F: 5 | G: 8 | H: -3 | I: 12 | J: -11

O=C(NC1=NCCS1)c1cccc(S(=O)(=O)N2CCc3ccccc32)c1
  A: 3 | B: 5 | C: 11 | D: 3 | E: 0.7 | F: 9 | G: 0 | H: 4 | I: -5 | J: 7

CC(=O)N(CC1CCCO1)C1(C(=O)NC2CCCC2)CCCCC1 (configuration not stated)
  A: 2 | B: 1 | C: 0 | D: -3 | E: -0.1 | F: -1 | G: 0 | H: 0 | I: -1 | J: -2

O=C1/C(=C/c2cccnc2)Oc2cc(OS(=O)(=O)c3ccc(Cl)cc3)ccc21
  A: -1 | B: -3 | C: 2 | D: -8 | E: 0.1 | F: 0 | G: 3 | H: -5 | I: -3 | J: 9

[O-][N+]12CC[N+]([O-])(CC1)c1ccccc12
  A: -2 | B: -2 | C: 0 | D: 3 | E: 0.1 | F: 3 | G: 7 | H: 1 | I: -6 | J: -3

Cc1ccn2c(CN(C)CCn3nc(C)cc3C)c(C(=O)N3CCCCCC3)nc2c1
  A: -2 | B: -4 | C: -4 | D: -10 | E: -0.8 | F: -6 | G: 2 | H: 0 | I: 3 | J: 2

CC(C)C[C@@H](CN1CCC[C@H]1CN1C(=O)C(=O)NC[C@@H]1Cc1ccc(O)cc1)N1C[C@H](Cc2ccc(O)cc2)N(CC2CCCCC2)C(=O)C1=O
  A: -1 | B: -4 | C: 10 | D: -9 | E: -0.1 | F: -4 | G: 10 | H: 0 | I: -15 | J: 2

Cc1cccc(C)c1NC(=O)C1(C)CSCC(=O)N1Cc1cccc(F)c1 (configuration not stated)
  A: -3 | B: 3 | C: -7 | D: -3 | E: -0.1 | F: -5 | G: -1 | H: 0 | I: 0 | J: -3

COc1cc(N2N=C(c3ccccc3)CC2c2ccccc2)c(C=O)cc1C=O (configuration not stated)
  A: -3 | B: 3 | C: -1 | D: -3 | E: 0.2 | F: -8 | G: 2 | H: -2 | I: 4 | J: 9

O=C(N/N=C\c1ccc(F)cc1)c1cc(OCC(F)(F)F)ccc1OCC(F)(F)F
  A: -2 | B: -2 | C: 11 | D: 4 | E: -0.1 | F: 9 | G: 2 | H: -1 | I: 0 | J: 5

CCn1c(O)c(/C=N/N=C/c2ccccc2)c2ccc(C3=NNC(=O)CC3)cc21
  A: -58 | B: -1 | C: 3 | D: 5 | E: -177 | F: -10 | G: 5 | H: -4 | I: 4 | J: 3

Sorted by the number under ADAM10 inh (high to low): 6 of the compounds above
SMILES | ADAM10 inh
CC1CN(CN2C(=O)c3ccccc3C2=O)CC(C)O1 (configuration not stated) | 5
O=C1/C(=C/c2cccnc2)Oc2cc(OS(=O)(=O)c3ccc(Cl)cc3)ccc21 | 0
CC(C)C[C@@H](CN1CCC[C@H]1CN1C(=O)C(=O)NC[C@@H]1Cc1ccc(O)cc1)N1C[C@H](Cc2ccc(O)cc2)N(CC2CCCCC2)C(=O)C1=O | -4
Cc1cccc(NC(=O)[C@@H]2CCCN2C(=O)OC(C)(C)C)c1C | -7
COc1cc(N2N=C(c3ccccc3)CC2c2ccccc2)c(C=O)cc1C=O (configuration not stated) | -8
CCn1c(O)c(/C=N/N=C/c2ccccc2)c2ccc(C3=NNC(=O)CC3)cc21 | -10

(list continues)
Assay codes – A = PLC-gamma1 inh; B = LEDGF integ inh; C = Tn7 DDE FP; D = ARFGAP1 inh; E = KLK7 zymogen act; F = ADAM10 inh; G = Tn6 DDE FP; H = ADAM17 inh; I = TDP2 inh; J = ASAP1 GAP inh
Cc1cc(C)cc(NC(=O)N2CCCC2C(=O)Nc2ccc(-n3cnnn3)cc2)c1 (configuration not stated)
  A: 4 | B: -2 | C: 2 | D: -10 | E: 0.1 | F: 6 | G: 2 | H: 2 | I: -4 | J: -5

Cc1cc(NC(=O)C(=O)NCCN2CCN(C(=O)c3cccs3)CC2)ccc1Br
  A: 2 | B: -2 | C: 2 | D: 8 | E: -0.1 | F: -1 | G: 3 | H: 2 | I: 0 | J: -10

Cc1noc(C)c1COc1cccc(C(=O)Nc2ccc(OCc3ccccc3)cc2)c1
  A: 2 | B: 0 | C: -3 | D: 4 | E: 0.7 | F: 11 | G: 1 | H: 3 | I: 7 | J: 1

Cc1ccc(N2CCN(C(=O)c3[nH]c(C(F)(F)F)nc3-c3ccccc3)CC2)cc1
  A: 2 | B: 0 | C: -7 | D: 3 | E: -0.2 | F: -8 | G: -3 | H: 3 | I: -2 | J: 5

O=C(O)C/C(=C\c1cccc(NC(=O)c2ccccc2Cl)c1)c1nc2ccccc2s1
  A: -30 | B: -7 | C: 2 | D: 0 | E: -0.7 | F: -60 | G: 3 | H: -17 | I: -9 | J: -4

CN(C)S(=O)(=O)c1ccc(S(=O)(=O)NCc2ccc3c(c2)OCO3)cc1
  A: 1 | B: 4 | C: 4 | D: 1 | E: -0.2 | F: 3 | G: -1 | H: 0 | I: -8 | J: 0

Cc1c(Cl)cccc1NC(=O)COC(=O)Cc1ccsc1
  A: -1 | B: -4 | C: -6 | D: -1 | E: 0.4 | F: -13 | G: 3 | H: 1 | I: -8 | J: 0

Cc1c(NC(=O)C(C)OC(=O)c2cccc([N+](=O)[O-])c2)c(=O)n(-c2ccccc2)n1C (configuration not stated)
  A: 1 | B: 0 | C: -6 | D: 7 | E: -0.6 | F: 4 | G: 5 | H: -3 | I: -5 | J: 13

C[C@@H]1CN([C@H](C)CO)C(=O)c2cc(Br)cnc2O[C@@H]1CN(C)C(=O)NC1CCCC1
  A: 0 | B: -4 | C: 2 | D: 6 | E: -0.1 | F: -8 | G: 6 | H: -3 | I: -14 | J: -4

Cc1c(C(=O)NCCCN2CCCC2=O)oc2ccc(S(=O)(=O)N3CCOCC3)cc12
  A: 5 | B: 2 | C: -5 | D: 5 | E: 0.2 | F: 0 | G: 0 | H: 1 | I: -9 | J: -4

CCCCNC(=O)CCSc1ccc(C)cc1
  A: 0 | B: -4 | C: 1 | D: 0 | E: 0.3 | F: -5 | G: 5 | H: -2 | I: -4 | J: -6

CCN(CC)C(=O)[C@H]1C[C@H](CC(=O)NC/C=C(\C)CCC=C(C)C)C(=O)N2CCc3c([nH]c4ccc(Cl)cc34)[C@]12C
  A: 0 | B: -4 | C: 4 | D: 1 | E: -0.7 | F: -11 | G: 7 | H: -5 | I: -7 | J: -2

CCOC(=O)C1(C)CCCN1C(=O)c1ccccc1OC (configuration not stated)
  A: 2 | B: -1 | C: -5 | D: -2 | E: 0.2 | F: 0 | G: -4 | H: -1 | I: 1 | J: -7

CCn1c(CNC(=O)c2ccc3c(c2)OCO3)nnc1SCC(=O)Nc1ccccc1F
  A: 0 | B: -3 | C: 2 | D: 2 | E: -0.6 | F: -2 | G: -5 | H: -4 | I: -13 | J: -2

O=C(CN1CCN(S(=O)(=O)c2ccc(Br)cc2)CC1)Nc1ccccc1C(=O)c1ccccc1
  A: 1 | B: 1 | C: -8 | D: -14 | E: 0.4 | F: 5 | G: -2 | H: -2 | I: 7 | J: 3

O=C(NC1CCCCC1)c1cc(-c2ccco2)on1
  A: 2 | B: -1 | C: -10 | D: 0 | E: 0.4 | F: 3 | G: 0 | H: -2 | I: -4 | J: 7

CCOc1cc(N2CCOCC2)c(OCC)cc1NC(=O)CN1CCCC(C)C1 (configuration not stated)
  A: 1 | B: 4 | C: 0 | D: -1 | E: -0.1 | F: 1 | G: 3 | H: 1 | I: 5 | J: 1

COCCn1c(SCC(=O)c2ccccc2)nc2ccccc2c1=O
  A: 5 | B: 7 | C: -7 | D: -6 | E: -0.6 | F: 2 | G: 3 | H: -1 | I: 3 | J: 5

CCOc1cccc2sc(NC(=O)CC)nc12
  A: 2 | B: 0 | C: -3 | D: -12 | E: -0.1 | F: 2 | G: -3 | H: -2 | I: 6 | J: 0

O=C(CCN1C(=O)c2ccccc2C1=O)Nc1cccc(S(=O)(=O)N2CCCCC2)c1
  A: -1 | B: -2 | C: 3 | D: -4 | E: 0.4 | F: 9 | G: -1 | H: 1 | I: 3 | J: 2

COc1ccc(N(CC(=O)NC2CCS(=O)(=O)C2)S(=O)(=O)c2ccc(Cl)c(Cl)c2)cc1 (configuration not stated)
  A: 2 | B: 4 | C: 3 | D: -16 | E: 0.3 | F: 2 | G: 1 | H: 1 | I: 5 | J: 1

CN(C)c1ccc(NC(=O)CN2CCc3ccccc3C2)cc1
  A: -7 | B: -3 | C: -2 | D: 9 | E: 0.4 | F: 4 | G: -3 | H: 0 | I: 0 | J: -5

Cc1ccc(OCCN2C(=O)C(=O)c3cccc(C)c32)cc1
  A: 5 | B: 4 | C: -3 | D: 3 | E: 0.1 | F: 4 | G: 0 | H: 8 | I: -27 | J: -3

High-throughput results (PubChem BioAssay)

Compounds as they come; any-hit rate near 4.2%.
